Assay outcomes: PubChem BioAssay, several laboratories
Efflux pump mplx: inhibitors of Candida efflux pumps in yeast, primary screen, S. cerevisiae, Nile Red, multiplex. hit rate 0.44% among 330,000. inhibition, % at 10 µM. AID 485275, 2010. S. cerevisiae Candida pump triplex;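 active means plate passing quality check with inhibition over a set limit, or well fluorescence over plate mean plus 4 SD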;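 further: Nile Red retained in pooled yeast measured as flow cytometry median fluorescence; 0% = buffer negative control and 100% = Enniatin B positive control; higher means more Nile Red kept so more efflux inhibition; some compounds called inactive have numbers as strong as hits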
proCasp7 act: procaspase-7 activators, primary screen, counter-screen for procaspase-3 activator project, biochemical, absorbance, HTS, human; AID 463210, 2010; hit rate 0.093% among 330,000; recombinant procaspase-7, Ac-DEVD-pNA absorbance 405 nm; D23A/D198A/D206A triple mutant, cannot self-cleave; scale: DMSO 0, 5 µM enzyme 100; activation, % at 8.5 µM; Caspase-7 (Homo sapiens), P55210;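 active means percent activation above the screen-wide mean plus 3 SD, cut at about 25% in these data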
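Assay system: Uncleavable procaspase-7 mutant enzyme | Input: 2 µM procaspase-7 mutant as dispensed | Timing: 1 h compound preincubation, 2 h substrate cleavage, 25 °C | Repeats: One well per compound | Control set: DMSO wells as 0%, DMSO with 5 µM added PC-7 as 100% | Technique: Epi-absorbance of released pNA at 405 nm, two timepoints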
core dimer inh: inhibitors of HCV core protein dimerization, primary screen, biochemical, TR-FRET, high-throughput; TR-FRET GST/Flag-core106 dimerization, 1536-well; inhibition, % at 5 µM; hit rate 0.33% among 300,000; AID 1899, 2009;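 active means inhibition above the mean of all tested compounds plus 3 SD, set per screening campaign, cut at about 45% in these data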
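Assay system: Tagged HCV core106 pair (GST and Flag) | Buffer or medium: KF-containing HEPES buffer, pH 7.45, DTT, CHAPS, BSA | Also added: Eu donor and XL665 acceptor anti-tag antibodies | Dosing: One concentration, 5 µM, in 0.5% DMSO | Timing: 4 h at 22.5 °C | Technique: TR-FRET 671 and 617 nm emission | Repeats: Singlicate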
PP1 inh: PP1-alpha phosphatase inhibitors, primary screen, counter-screen for PP5 inhibitor project, biochemical, fluorescence, OMFP substrate, single point. hit rate 0.9% among 320,000. Serine/threonine-protein phosphatase PP1-alpha catalytic subunit (Homo sapiens), P62136. purified PP1alpha. AID 2235, 2010. inhibition, % at 6.7 µM;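 active means inhibition above the mean inhibition of all tested compounds plus 3 SD, computed separately for each screening campaign, cut at about 15% in these data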
proCasp3 act: activators of human procaspase-3 D3A mutant, primary screen, biochemical, absorbance, PC-3 D3A mutant, single concentration | Caspase-3 (Homo sapiens), P42574 | recombinant procaspase-3 D3A, Ac-DEVD-pNA absorbance 405 nm | activation, % at 8.5 µM | hit rate 0.11% among 330,000;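 active means activation above the mean of all tested compounds plus 3 SD, cut at about 21% in these data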;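 further: 0% = DMSO alone and 100% = DMSO wells spiked with extra 5 µM PC-3 D3A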
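material = Procaspase-3 D3A mutant | probe or stimulus = Ac-DEVD-pNA | compound = single dose, 8.5 µM nominal compound, 0.8% DMSO | timing = 1 h preincubation, 2 h reaction | measured by = 405 nm absorbance of p-nitroaniline, reads at 0 and 120 min | benchmarks = DMSO-only low control, 5 µM PC-3 D3A high control | repeats = singlicate, each compound tested once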
PP5 inh: PP5 phosphatase inhibitors, primary screen, biochemical, fluorescence; inhibition, % at 6.7 µM; hit rate 0.18% among 320,000; purified PP5c, OMFP substrate fluorescence; AID 1987, 2009;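 active means inhibition above the campaign's mean inhibition across all tested compounds plus 3 SD, cut at about 9.5% in these data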;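 further: 0% = DMSO only and 100% = 100 µM cantharidin control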
Target sequence (P53041 whole entry, looked up): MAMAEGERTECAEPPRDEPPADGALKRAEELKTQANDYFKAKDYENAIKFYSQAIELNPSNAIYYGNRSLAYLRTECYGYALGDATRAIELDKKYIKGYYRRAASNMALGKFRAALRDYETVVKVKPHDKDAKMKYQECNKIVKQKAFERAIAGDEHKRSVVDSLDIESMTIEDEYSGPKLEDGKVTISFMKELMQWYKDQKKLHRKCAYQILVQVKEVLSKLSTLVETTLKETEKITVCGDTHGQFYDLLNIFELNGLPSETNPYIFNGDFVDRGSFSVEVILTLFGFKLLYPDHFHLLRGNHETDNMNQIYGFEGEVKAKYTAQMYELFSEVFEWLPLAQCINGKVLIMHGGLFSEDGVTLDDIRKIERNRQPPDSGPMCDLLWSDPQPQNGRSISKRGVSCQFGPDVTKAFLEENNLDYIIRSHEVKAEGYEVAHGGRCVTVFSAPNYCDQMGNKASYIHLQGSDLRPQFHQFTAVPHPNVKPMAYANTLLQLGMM
Fh CTSL1 inh: Fasciola hepatica cathepsin L1 inhibitors, primary screen, counter-screen for PFM18AAP inhibitor project, biochemical, QFRET, fluorogenic peptide substrate; inhibition, % at 5.96 µM; hit rate 0.49% among 300,000; recombinant F. hepatica cathepsin L1, Z-Leu-Arg-MCA fluorescence; AID 1906, 2009;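 active means inhibition above the mean of all tested compounds plus 3 SD, set per screening campaign, cut at about 17% in these data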;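 further: 0% = plate median of test compound wells and 100% = 1 µM Z-Phe-Ala-diazomethylketone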
TPT1 inhibitor: Candida albicans TPT1 enzyme inhibitors, primary screen, biochemical, fluorescence polarization | tRNA 2'-phosphotransferase TPT1 (Candida albicans SC5314) | recombinant caTPT1, FP RNA substrate dephosphorylation | inhibition, % at 5 µM | hit rate 0.81% among 300,000;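 active means inhibition above the mean of all tested compounds plus 3 SD, set per screening campaign, cut at about 24% in these data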;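 further: plate controls were DMSO alone for no effect and ferristatin control at 100 nM for full effect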
GASC-1 inh: inhibitors of GASC-1 histone demethylase, primary screen, biochemical, fluorescence, DELFIA europium. Lysine-specific demethylase 4C (Homo sapiens), Q9H3R0. GST-JMJD2C(1-420) H3K9me3 demethylation. inhibition, % at 2.35 µM. hit rate 0.069% among 330,000. AID 2099, 2009;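 active means more than half of a compound's replicate wells show inhibition beyond 50%, single wells judged on their own value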;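 further: signal counts dimethyl H3K9 product captured on neutravidin plate; 0% = median of DMSO wells and 100% = 0.3 times that DMSO median; strong numbers were not always called active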
Target sequence (Q9H3R0 1-420 limits assumed): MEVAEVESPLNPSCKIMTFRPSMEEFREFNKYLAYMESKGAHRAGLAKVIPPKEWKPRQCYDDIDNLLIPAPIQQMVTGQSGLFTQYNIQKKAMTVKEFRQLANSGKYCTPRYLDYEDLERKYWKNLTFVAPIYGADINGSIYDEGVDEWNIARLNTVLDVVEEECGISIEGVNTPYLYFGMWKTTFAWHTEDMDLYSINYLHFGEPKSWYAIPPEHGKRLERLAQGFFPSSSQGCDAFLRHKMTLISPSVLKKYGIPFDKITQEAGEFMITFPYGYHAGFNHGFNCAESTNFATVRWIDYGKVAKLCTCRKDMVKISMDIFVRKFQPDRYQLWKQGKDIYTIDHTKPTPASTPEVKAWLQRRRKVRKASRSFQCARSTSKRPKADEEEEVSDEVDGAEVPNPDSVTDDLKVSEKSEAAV
An asterisk follows results filed as active; . = not tested or not shown.

SMILES | Efflux pump mplx | proCasp7 act | core dimer inh | PP1 inh | proCasp3 act | PP5 inh | Fh CTSL1 inh | TPT1 inhibitor | GASC-1 inh
CCc1ccc(NC(=O)C(=O)c2cn(CC(=O)N3CCCCC3)c3ccccc23)cc1 | -0.3 | 3.6 | 14.7 | 5.0 | 5.8 | 5.4 | 0.4 | 0.9 | -5.0
Cc1ccccc1CN1C[C@@H]2C[C@@H](c3cnc(N4CCOCC4)s3)N3CCC[C@@]23C1=O | 0.6 | -8.1 | -10.2 | -3.6 | -7.1 | 3.6 | 5.1 | 2.0 | 175.7
O=C1C=C(c2ccc(O)cc2)C[C@@H](c2ccc3c(c2)OCO3)C1 | 0.2 | 1.0 | . | -3.2 | 10.3 | 3.5 | . | . | 1.9
COc1ccc(C)cc1S(=O)(=O)N(CC(=O)N1CCOCC1)Cc1ccccc1 | 0.0 | -3.0 | -0.6 | -0.1 | 2.6 | 4.6 | -1.4 | -2.0 | 0.3
Cc1ccnc(NC(c2ccsc2)c2ccc3ccc(C)nc3c2O)c1 (stereo unspecified) | -0.1 | -2.4 | -0.4 | 7.7 | 1.8 | 0.2 | -1.3 | -1.1 | -14.7
COc1ccccc1NC(=O)c1ccc(NC(=O)CN2C(=O)CN(C)C2=O)cc1 | 0.0 | 1.3 | -1.6 | -6.2 | -6.2 | 1.1 | -0.4 | -4.8 | -0.8
CCCN1CCN(CCCNC(=O)Cn2nc(-c3ccc(Cl)cc3)ccc2=O)CC1 | -0.1 | 4.1 | -7.3 | -1.2 | -14.5 | 0.2 | 3.3 | -4.0 | 9.9
Cc1[nH]n(-c2ccccc2)c(=O)c1N=Nc1cccc([N+](=O)[O-])c1 | 0.0 | 10.9 | 5.9 | -1.6 | 1.4 | -0.5 | -0.7 | -0.3 | 1.6
CC(=O)N1Cc2ccccc2C(C)CC12CCCC2 (stereo unspecified) | 0.0 | 8.2 | -5.1 | -0.6 | 1.4 | 1.0 | 1.9 | -4.0 | 6.3
COC(=O)c1ccc(CSCC(=O)Nc2ccccc2)cc1 | -0.1 | 5.9 | -1.6 | 0.8 | -5.3 | -4.2 | -0.4 | -1.5 | -4.7
CC(=O)N1N=C(c2ccc(Cl)cc2)CC1c1ccc([N+](=O)[O-])cc1 (stereo unspecified) | 0.1 | 1.5 | 0.3 | 0.3 | 4.1 | 2.0 | 0.2 | 1.1 | -25.7
CCn1c(CNC(=O)COc2ccc(C(C)C)cc2)nnc1SCC(=O)Nc1ccc(F)cc1 | -0.1 | -1.5 | 1.6 | 2.6 | 6.9 | 2.3 | 2.2 | 2.1 | 2.6
CCc1ccc(OCC(=O)NCC(c2ccc(Cl)cc2)N2CCCCC2)cc1 (stereo unspecified) | 0.2 | 4.0 | 2.8 | 7.2 | 0.2 | 1.9 | 4.9 | -2.5 | 4.6
COc1cc(OC)c2ccc(=O)oc2c1C(CC(=O)N1CCOCC1)c1ccc2c(c1)OCO2 (stereo unspecified) | 0.0 | 0.9 | -3.9 | 0.6 | 1.1 | 1.1 | -1.8 | -2.2 | -2.1
CC(=O)c1ccc(-n2cc(-c3ccc(C(C)(C)C)cc3)[n+]3c2SCCC3)cc1 | 0.1 | 9.3 | 1.3 | 0.6 | -0.7 | 2.9 | -2.1 | -2.5 | -7.2
CC(NS(=O)(=O)c1ccc2c(c1)C(=O)c1cc(S(=O)(=O)NC(C)C(=O)O)ccc1-2)C(=O)O (stereo unspecified) | 0.1 | 11.8 | -2.2 | -1.6 | 4.0 | 0.4 | -0.4 | 1.6 | 0.6
CCN(CC)CCN(C(=O)c1cc2ccccc2cc1OC)c1nc2ccc(OC)cc2s1 | 0.0 | 2.8 | -5.8 | 11.0 | 6.3 | 4.6 | 7.7 | -3.9 | -17.4
COc1ccc(C2C(C(=O)Nc3ccc(OC)c(OC)c3)c3ccccc3C(=O)N2C)cc1 (stereo unspecified) | 0.0 | 0.3 | -0.6 | -2.8 | 5.5 | -1.0 | 1.2 | -1.8 | 11.0
CCCc1nnc(NC(=O)CCC(=O)N2CCN(Cc3ccc(C)cc3C)CC2)s1 | 0.2 | 3.3 | 0.1 | -2.6 | 3.3 | 4.5 | -2.0 | 2.5 | -4.2
O=C(Cc1ccccc1)NCC(=O)N/N=C/c1ccc(Cl)cc1 | 0.2 | 2.1 | 6.4 | 1.0 | -0.6 | -1.9 | 3.5 | 3.0 | -8.8
CC(NC(=O)C12CC3CC(CC(C3)C1)C2)c1ccc2c(c1)OCCO2 (stereo unspecified) | -0.1 | 9.2 | -3.9 | 0.7 | 9.1 | 1.9 | -6.0 | 3.1 | 6.3
COc1ccc(Nc2nnc(C)c3ccccc23)cc1C(N)=O | -0.1 | 2.6 | -10.7 | 0.5 | 1.6 | 2.1 | -0.6 | -1.7 | 1.3
O=C(c1cc2nc(-c3ccco3)cc(C(F)(F)F)n2n1)N1CCN(c2ccc(F)cc2)CC1 | -0.3 | -20.5 | 13.7 | 1.1 | -2.2 | 2.7 | 2.4 | 1.7 | 13.0
CCc1ccc2c(c1)/C(=N/N(C)C(=S)NC)C(=O)N2 | 0.0 | -8.1 | -0.8 | 1.7 | 1.2 | 1.9 | 1.3 | -1.8 | 8.6
CCc1nc2ccccc2n1Cc1ccc(F)cc1 | 0.0 | -1.4 | -4.5 | 2.3 | -8.8 | 2.2 | 0.1 | -2.2 | -6.1
Other results:
SMILES | Efflux pump mplx | proCasp7 act | core dimer inh | PP1 inh | proCasp3 act | PP5 inh | Fh CTSL1 inh | TPT1 inhibitor | GASC-1 inh
O=C(CSCC(=O)NC1CC1)Nc1ccccc1 | 0.0 | 10.7 | 7.4 | 0.2 | -4.8 | 0.5 | -3.5 | 2.5 | 13.4
O=C(Nc1nc(-c2ccccc2)cs1)c1ccc(=O)[nH]c1 | 0.1 | -2.1 | 4.6 | 0.9 | -2.4 | 2.7 | 0.8 | 6.0 | -17.7
CCc1ccc2nc3sc(C(=O)N4CCc5ccccc54)c(N)c3cc2c1 | 0.2 | 6.1 | 17.4 | 9.1 | 7.6 | 4.9 | 2.1 | 0.6 | 5.6
COCCn1c(SCC(=O)c2c(N)n(C3CC3)c(=O)[nH]c2=O)nc2ccccc21 | 0.0 | 8.1 | . | -1.4 | 2.9 | -1.1 | . | . | 10.2
CN1CCN(C(=O)CSc2nnc(COc3ccccc3)o2)CC1 | -0.1 | 8.9 | 8.2 | -3.9 | 1.5 | 0.3 | 4.0 | -1.2 | -9.8
Cc1ccc(C(C)C)c(OC(=O)/C=C/c2ccccc2)c1 | -0.2 | -1.7 | -4.2 | 2.1 | 10.7 | 1.4 | -7.1 | 0.3 | -1.8
COc1ccccc1N1CCN(S(=O)(=O)CCNC(=O)c2ccccc2Br)CC1 | -0.1 | 6.5 | 7.2 | -2.1 | 2.3 | 0.3 | -1.9 | 0.9 | 1.3
COc1ccccc1/C=N/NC(=O)c1nnn(-c2nonc2N)c1-c1ccccc1 | -0.1 | 1.0 | -4.7 | 0.4 | -6.5 | 2.4 | 2.3 | -4.6 | 58.0
CN(C)S(=O)(=O)c1cccc(C(=O)NC2CCSc3ccccc32)c1 (stereo unspecified) | 0.0 | 5.4 | -6.9 | -4.1 | 4.8 | 2.0 | 0.6 | 2.9 | 6.4
CC(Sc1nc(N)cc(N)n1)C(=O)NCCC1=CCCCC1 (stereo unspecified) | 0.2 | 2.2 | . | 0.9 | 12.0 | -0.2 | . | . | 15.2
O=C(COC(=O)C1(c2ccccc2F)CCCC1)NCc1cccs1 | 0.0 | -14.2 | 0.1 | 0.2 | -1.2 | 0.2 | 4.2 | -3.8 | -44.7
Cc1cc(C)c(S(=O)(=O)c2ccc(F)cc2C)c(Cl)n1 | 0.0 | 5.9 | 4.1 | 0.6 | 10.5 | 2.1 | 0.7 | -0.1 | -12.3
COc1ccccc1NC(=O)C(=N\O)/C(C)=N/O | 0.2 | -7.7 | -14.0 | -0.5 | 8.6 | 0.0 | 0.6 | 1.7 | 0.1
CSc1ccccc1C(=O)NCc1cccnc1 | 0.0 | -4.2 | -6.0 | -2.1 | 1.5 | -1.5 | -6.7 | 2.4 | 19.0
Cc1noc(C)c1CSCC(=O)N1CCN(c2ccc([N+](=O)[O-])cc2)CC1 | -0.1 | -2.1 | 6.5 | 2.5 | 0.2 | 2.6 | -37.4 | 5.0 | 9.2
Cc1ccc(NC(=O)COC(=O)C(CC(C)C)N2C(=O)C3CC=CCC3C2=O)c(C)c1 (stereo unspecified) | -0.2 | -4.3 | 6.2 | 2.1 | -1.6 | 1.5 | 16.9* | -3.9 | 1.8
O=C(COc1ccc(Cl)cc1Cl)N1CCCCCC1 | 0.0 | 8.2 | -3.1 | -3.0 | 3.2 | -0.5 | 1.9 | 2.6 | -5.3
O=Nc1c(O)n(Cc2ccc(Cl)cc2Cl)c2ccccc12 | -0.2 | 7.6 | 7.8 | 12.1 | 3.8 | 2.5 | 2.3 | -3.9 | -10.9
CCOC(=O)c1cn(CC)c2c(ccc3ccccc32)c1=O | 0.1 | 4.4 | -10.1 | -20.0 | 4.6 | 4.0 | -4.9 | 2.9 | -11.1
COc1ccc(S(=O)(=O)N2CCCCC2)cc1NC(=O)c1cc([N+](=O)[O-])ccc1N1CCOCC1 | 0.0 | 11.0 | 13.9 | 1.3 | -2.2 | 1.1 | 2.5 | 0.3 | 6.6
COc1ccc(S(=O)(=O)Nc2cccc(F)c2C)cc1C(=O)N1CCOCC1 | 0.1 | -1.8 | -2.5 | -3.8 | -2.1 | -0.7 | -16.2 | -4.5 | 26.5

Individual results from the results shown.
Reading for `COc1ccccc1NC(=O)C(=N\O)/C(C)=N/O` in proCasp7 act: -7.7
Reading for `COCCn1c(SCC(=O)c2c(N)n(C3CC3)c(=O)[nH]c2=O)nc2ccccc21` in proCasp3 act: 2.9

No enrichment for hits. Share with any hit: about 2.9%.
